Source: PubChem BioAssay
AmpC det inh = blocks E. coli AmpC beta-lactamase in presence of detergent; 0.09% of 71,000 active; purified AmpC, nitrocefin hydrolysis with detergent; Potency, µM (titrated, usually from 28.7 µM), inactives show at the top dose activity change, negative = inhibition; AID 584; P00811; active = well fitted curve in the direction sought with a large enough effect
Target sequence (P00811 whole entry, looked up): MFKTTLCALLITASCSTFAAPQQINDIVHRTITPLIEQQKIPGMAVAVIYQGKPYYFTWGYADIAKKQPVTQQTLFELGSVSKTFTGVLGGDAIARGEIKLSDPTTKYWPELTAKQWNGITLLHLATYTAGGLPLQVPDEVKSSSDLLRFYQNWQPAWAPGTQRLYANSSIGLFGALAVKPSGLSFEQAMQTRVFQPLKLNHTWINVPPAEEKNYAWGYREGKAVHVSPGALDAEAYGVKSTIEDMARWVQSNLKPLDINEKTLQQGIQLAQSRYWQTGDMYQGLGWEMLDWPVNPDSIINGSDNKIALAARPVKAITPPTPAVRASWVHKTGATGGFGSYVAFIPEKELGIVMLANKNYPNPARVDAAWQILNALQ
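E. coli AmpC (5.3 nM) in 20 mM phosphate pH 7.0 with 0.01% Triton X-100, preincubated 15 min RT with compound; nitrocefin (2 uL of 800 uM stock) hydrolysis followed by 480 nm absorbance every 20 s over 4 min.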
* hit, by the source's call; & = joins results of further samples; [ ] = another dose, or the depositor's remark. % is scaled to controls: 0 for no effect and ±100 for the full control effect; potency is read from the fitted curve at half-maximal effect.

Preview:
SMILES | AmpC det inh
O=C(CCS(=O)(=O)c1ccc(Br)cc1)N1CCN(c2ccccc2)CC1 | -5%
CC(C)(C)c1nnc2sc(SC/C(O)=C(\C#N)c3nc4ccccc4[nH]3)nn2c1=O | 0%
COc1cc(S(=O)(=O)Nc2ccccc2C)ccc1Cl | -5%
COc1cc(-c2noc(-c3cccc(Cl)c3)n2)cc(OC)c1OC | -4%
CCCn1c(C)nc2c(NCC(C)(C)CN(C)C)nc(C)nc21 | 10%
COC(=O)[C@H](C)[C@H]1C[C@]1(C)[C@H](NC(=O)OCc1ccccc1)c1ccccc1 | -2%

Main list, from the first entry:
SMILES | AmpC det inh
O=C(CCS(=O)(=O)c1ccc(Br)cc1)N1CCN(c2ccccc2)CC1 | -5%
CC(C)(C)c1nnc2sc(SC/C(O)=C(\C#N)c3nc4ccccc4[nH]3)nn2c1=O | 0%
COc1cc(S(=O)(=O)Nc2ccccc2C)ccc1Cl | -5%
COc1cc(-c2noc(-c3cccc(Cl)c3)n2)cc(OC)c1OC | -4%
CCCn1c(C)nc2c(NCC(C)(C)CN(C)C)nc(C)nc21 | 10%
COC(=O)[C@H](C)[C@H]1C[C@]1(C)[C@H](NC(=O)OCc1ccccc1)c1ccccc1 | -2%
O=C(c1cccs1)N(Cc1ccccn1)Cc1ccco1 | 3%
Cc1nn(-c2ccc(S(=O)(=O)O)cc2)c(O)c1N=Nc1ccc(-c2ccc(N=Nc3ccc4c(S(=O)(=O)O)cc(S(=O)(=O)O)c(N)c4c3O)c(O)c2)cc1O.[Cu].[Cu] | -16%[5.75 µM]
CC(Oc1ccc(Cl)cc1Cl)C(=O)NCCCN(C)C (configuration not stated) | 8%
O=c1[nH]c(CN2CCc3ccccc3C2)nc2ccccc12 | -3%
O=C(Nc1cccc(-c2nnc(-c3ccccc3)o2)c1)C1CCCCC1 | -1%
COc1ccc(F)cc1S(=O)(=O)NC(Cc1ccccc1)C(N)=O (configuration not stated) | -4%
CC[C@H](CO)NC(=O)[C@H]1C=C2c3cccc4[nH]cc(c34)C[C@@H]2N(C)C1 | -2%[12.8 µM]
Cc1cccc(CNc2ccnc(-c3cccc(NS(C)(=O)=O)c3)n2)c1 | 22%
CCc1nnc(NC(=O)Nc2ccc(OC)cc2)s1 | -4%
Cc1onc(-c2c(F)cccc2Cl)c1C(=O)OCN1C(=O)c2ccccc2C1=O | 6%
NC(=O)c1cccc2c1C(=O)N(C1CCCCC1)C2 | 13%
Cc1cccc(-c2c3c(=O)n(C)c(=O)n(C)c3cn2C(C)(C)C)c1 | 14%
COc1cc(C(=O)Nc2ccccc2N2CCN(S(C)(=O)=O)CC2)cc(OC)c1OC | -3%
O=C(NC1c2ccccc2-c2ccccc21)N1CCOCC1 | 0%
O=c1cnc2cnc(N3CCOCC3)nc2n1C1CC1 | 0%
CC(=O)Nc1ccc(C(=O)Nc2ccc3c(c2)OCO3)cc1 | -7%
COc1ccc(-n2c(=O)c(-c3ccc(Cl)cc3)nc3cnc(N4CCOCC4)nc32)cc1 | -2%
NC(N)=NC(N)=Nc1ccc(S(N)(=O)=O)cc1 | -3%[5.75 µM]
Cc1oc2c(c1C(=O)NC(Cc1c[nH]c3ccccc13)C(=O)O)CCCC2 (configuration not stated) | -5%
CCOC(=O)CNc1c(N2CCN(c3ccccn3)CC2)c(=O)c1=O | 10%
Cc1c(N=Cc2nc3ccccc3[nH]2)c(=O)n(-c2ccccc2)n1C | -3%
CCOc1ccc(N2CC(=O)N/C2=N\c2nc(C)cc(C)n2)cc1 | -8%
CC(C)Cn1c2c(c(O)c(C(=O)Nc3ncccc3O)c1=O)CCCC2 | 10%
O=C(Nc1ccc2c(c1)OCO2)c1ccc(COc2ccc3c(c2)CCC3)o1 | -4%
O=C(c1cc(-c2ccco2)on1)N1CCOCC1 | -4%
COc1ccc2nc(N3CCC(C)CC3)c(C#N)cc2c1 | 3%
Oc1ccc(-c2[nH]ncc2-c2cccc3cccnc23)c(O)c1 | -6%
CCn1c(SCC(N)=O)nc2ccccc2c1=O | -5%
COC(=O)c1sccc1NC(=O)c1ccc(OC)cc1 | -3%
CCOc1cc(C(=O)NC(C)c2ccncc2)cc(OCC)c1OCC (configuration not stated) | -3%

Individual results from the list.
AmpC det inh with `CCn1c(SCC(N)=O)nc2ccccc2c1=O` → -5%
AmpC det inh with `Cc1c(N=Cc2nc3ccccc3[nH]2)c(=O)n(-c2ccccc2)n1C` → -3%
AmpC det inh with `O=C(Nc1ccc2c(c1)OCO2)c1ccc(COc2ccc3c(c2)CCC3)o1` → -4%

Following part
SMILES | AmpC det inh
CCOCCCNC(=O)Cn1cc2c(n1)CCCCC2 | 4%
COc1ccccc1-c1cc(NCc2ccccc2)ncn1 | 9%
CCOP(=O)(C#CC(C)(C)C)C(O)(c1ccccc1)C(F)(F)F (configuration not stated) | -1%
COc1ccc(S(=O)(=O)NCCSCc2ccco2)cc1Cl | -5%
O=C(COc1ccccc1)N1CCN(C(=O)c2cccs2)CC1 | 11%
COc1ccc(N2CCN(C(=O)c3c(-c4ccccc4)noc3C)CC2)cc1 | 5%
CCc1ccc(OCC(O)CN2CCN(c3ccccc3)CC2)cc1 (configuration not stated) | -1%
C/C=C(\C)c1nnc(NC(=O)OCC)s1 | -2%
CC(C)(C)C(=O)Nc1ncc(C(F)(F)F)cc1Cl | -1%
COC(=O)CN1C(=O)C(C)(C)Oc2ccc(C(=O)NC3CC3)cc21 | 7%
O=C(CSc1nnc(C2CCCCC2)n1Cc1ccccc1)NCc1ccco1 | -1%
COc1cc(C(=O)Nc2nncs2)cc(OC)c1OC | 1%
CCc1ccc(CCC(=O)Nc2ccc(C)c(C)c2)o1 | 0%
CSc1nc(SCC(=O)NCc2ccco2)c2c3c(sc2n1)COC(C)(C)C3 | -2%
c1csc(-n2nc3ccccc3n2)c1 | -1%
Cn1c(=O)oc2cc(S(=O)(=O)NCCC(=O)NCCc3ccccc3)ccc21 | -5%
C=C(C)CSC1=C(C#N)C(c2ccccc2Cl)CC(=O)N1 (configuration not stated) | 4%
Cc1cc(C)n(-c2ccc(C(=O)OCc3nnc(-c4ccccc4)o3)cc2)n1 | -1%
O=C(OCc1csc(-c2ccccc2)n1)c1cccs1 | 1%
COC(=O)c1cc2ccc(OC)c(OC)c2c(=O)s1 | 10%
COc1cccc(N(C(C)=O)c2nc(C)cc(C)c2C#N)c1 | 9%
Cc1nnc(-n2cnc3ccccc32)c2ccccc12 | -2%
CCOC(=O)c1c(C)c(C)n2c1NC(=O)C2 | 0%[5.75 µM]
COc1ccc(-c2ccc(-c3noc(-c4cccc(OC)c4)n3)c(OC)n2)cc1 | -4%
NC(=O)NC(=O)CSc1cccc(C(F)(F)F)c1 | -3%
CCOc1ccc(Cn2nnc(C(=O)NCc3ccccc3)c2N)cc1 | 14%
CCCCC(=O)Nc1ccc(NC(=O)c2ccc3c(c2)OCO3)cc1OC | -6%
CCOc1ccc2nc(NCCO)[nH]c2c1 | 9%
CC(=O)N(CC1CCCO1)c1nnc(-c2ccccn2)s1 (configuration not stated) | 2%
COc1cc(C(=O)N2CCN(c3ncnc4sc(C)c(C)c34)CC2)cc(OC)c1OC | -3%
CN1CCc2ccccc2[C@@H]1Cc1ccccc1NC(=O)c1sc2ccccc2c1Cl | -5%[5.75 µM]
Nc1nc(CSc2ncn(-c3ccccc3)n2)cs1 | 0%
Cc1cc(C)c2c(CC(=O)N(CCC#N)Cc3cccnc3)coc2c1 | -1%
CC(NC(=O)c1ccccc1)C(=O)NC1=NCCS1 (configuration not stated) | -3%
CCCN(c1ccc(OCC)cc1)S(=O)(=O)c1ccc2c(c1)CCN2C(=O)CCC(=O)O | -2%
CCOC(=O)c1[nH]c2ccccc2c1NC(=O)C1CCCCC1 | -6%

Ordered by SMILES length (lowest first): 5 of the compounds above
SMILES | AmpC det inh
CC(NC(=O)c1ccccc1)C(=O)NC1=NCCS1 (configuration not stated) | -3%
Cc1cc(C)c2c(CC(=O)N(CCC#N)Cc3cccnc3)coc2c1 | -1%
CCCCC(=O)Nc1ccc(NC(=O)c2ccc3c(c2)OCO3)cc1OC | -6%
CN1CCc2ccccc2[C@@H]1Cc1ccccc1NC(=O)c1sc2ccccc2c1Cl | -5%[5.75 µM]
CCCN(c1ccc(OCC)cc1)S(=O)(=O)c1ccc2c(c1)CCN2C(=O)CCC(=O)O | -2%

More structures
SMILES | AmpC det inh
O=C(NCC1CCCO1)C1CCN(C(=O)c2ccc(Cl)cc2)CC1 (configuration not stated) | -5%
CNC(=O)C1C2C=CC3(O2)C1C(=O)N(CCOC)C3C(=O)NCc1ccc(OC)cc1 (configuration not stated) | 32%
Cc1cc(Br)ccc1NC(=O)CNC(=O)CSc1n[nH]c(N)n1 | 0%
COc1ccc(NC(=O)N2CCC(NC(=O)c3ccco3)CC2)cc1 | -4%
O=C(O)[C@@H]1[C@@H](C(=O)Nc2ccccc2)[C@@H]2C=C[C@@H]1O2 | -2%[5.75 µM]
COC(=O)c1ccccc1NC(=O)CSc1nnc(Cc2ccc(Cl)cc2)o1 | -3%
Cc1ccc(-n2cc3c(=O)n(C)c(=O)n(C)c3c2)cc1C | 0%
CCC(=O)N1CCc2cc(Br)cc(S(=O)(=O)C3(C(=O)OC)CC3)c21 | 5%
COC(=O)c1ccc(-n2nnnc2SCC(=O)N2CCCCC2)cc1 | 8%
CC1CN(CC(O)COc2ccc(C(C)C)cc2)CC(C)O1 (configuration not stated) | -8%
O=C(Nc1ccccc1)C1=C(O)CC(c2ccoc2)CC1=Nc1ccccc1 (configuration not stated) | -2%
Cc1nc(N2CCN(C(c3ccccc3)c3ccccc3)CC2)[nH]c(=O)c1C | 14%
C/C(NC(=O)c1ccccc1)=C1/C(=O)CC2C1C2(C)C (configuration not stated) | 0%
COC(=O)[C@@H]1[C@@H]2C[C@H]3c4[nH]c5cc(OC)ccc5c4CCN3C[C@@H]2C[C@H](OC(=O)/C=C\c2cc(OC)c(OC)c(OC)c2)[C@H]1OC | -3%[12.8 µM]
CC12CCC(C(=O)Nc3ccc4c(c3)OCCO4)(OC1=O)C2(C)C (configuration not stated) | -3%
O=C1c2ccccc2NC(c2ccc(F)cc2)N1Cc1ccco1 (configuration not stated) | -5%
COCCN(C(=O)Cn1nnc2ccccc21)C(C(=O)NC1CCCC1)c1cccc(OC)c1OC (configuration not stated) | -1%
CN1C=CC=C/C1=C(\C#N)c1nc2ccccc2[nH]1 | -2%
Cc1ccccc1-c1cncnc1NCc1ccccc1 | 5%
COc1ccc(-n2nc(C(=O)Nc3ccc4c(c3)OCO4)c3c4ccccc4n(C)c3c2=O)cc1 | -1%
COC(=O)CS(=O)(=O)c1cc(Br)cc2c1N(C(C)=O)CC2 | 12%
COc1ccc(-n2cnc3c(cnn3CCC#N)c2=N)cc1 | 1%
CC12CN3CC(c4ccccc4)(CN(C1)C31CCCCC1)C2=O | -3%
Cc1c(NC(=O)Nc2ccc(Cl)c(Cl)c2)c(=O)n(-c2ccccc2)n1C | 5%

Two entries drawn at random from those above:
SMILES | AmpC det inh
COc1ccc(-n2cnc3c(cnn3CCC#N)c2=N)cc1 | 1%
CC12CCC(C(=O)Nc3ccc4c(c3)OCCO4)(OC1=O)C2(C)C (configuration not stated) | -3%

Further results
SMILES | AmpC det inh
FC(F)(F)/C(=N\P(=S)(N1CCOCC1)N1CCOCC1)N1CCOCC1 | -1%
Cc1c(C(=O)O)c(-c2ccccc2)nn1-c1ccccc1 | 7%
CCCC(=O)Nc1ccccc1-c1nnn(CC(=O)Nc2ccc(OC)cc2)n1 | -1%
Cc1cccn2cc(CCNS(=O)(=O)c3ccc4c(c3)OCCO4)nc12 | 10%
CCOC(=O)c1[nH]c(C)c(C(=O)OCC(=O)N2CCCCC2C)c1C (configuration not stated) | -2%
N=c1c[n+](N2CCOCC2)[n-]o1 | -4%
O=C(COC(=O)c1ccco1)Nc1ccc2c(c1)OCCO2 | -1%
COc1cccc(NC(=O)CSc2nncn2N)c1 | 5%
S=C(S)N1CCCC1 | -5%&0%
CC(C)CN1CC[C@@]2(CCCN(C(=O)c3cccc(F)c3)C2)C1 | -2%
CC(O)CCl (configuration not stated) | 11%
O=C(Nc1ccc(N2CCN(C(=O)c3ccc(Cl)cc3)CC2)cc1)c1ccc(Br)o1 | -5%
Cc1cc(NC(=O)CSc2nnc(-c3ccncc3)n2N)ccc1Br | -2%
CN1CCN(C(=O)c2cc3nc(-c4ccc(Cl)cc4)cc(C(F)(F)F)n3n2)CC1 | -2%
Cc1cc2nnc(SCC(=O)N3C(C)CCCC3C)n2c(N)n1 (configuration not stated) | -2%
O=C(COc1ccc(Cl)cc1)OCC(=O)N1CCCC1 | -6%
Cc1cnc(-c2nnc(N(C)C(=O)c3cccnc3)s2)cn1 | 15%
COc1ccc(NC(=O)CSc2nc3c(c(=O)n2-c2ccc(F)cc2)SCC3)cc1 | 9%
CCOC(=O)c1c(N)n[nH]c1-c1ccc(OC)cc1 | -1%
CC1=C(C(=O)N(C)C)C(c2cccc(Cl)c2)NC(=O)N1 (configuration not stated) | 0%
COC(=O)C1=CN(C)C=C(C(=O)OC)C1c1ccc(Cl)cc1Cl | 8%
COc1ccc(C2C(C(=O)NCCN(C)C)c3cc(OC)c(OC)cc3C(=O)N2C)cc1OC (configuration not stated) | 0%
c1ccc(-n2c(Sc3cnccn3)nnc2-c2cccs2)cc1 | 3%
CCOC(=O)CSc1nnc(CSc2nc3ccccc3s2)n1C | -1%
O=C1CSc2ccc(C(=O)N3CCN(c4ccccn4)CC3)cc2N1 | -1%
COc1cccc(N2C(=O)C3CCCN3C2c2ccc(Cl)cc2)c1 (configuration not stated) | 7%
COC(=O)c1ccc(NC(=O)CN2C(=O)CCC2=O)cc1 | 0%
CCC(=O)c1ccc(OCC(=O)Nc2nn3cnnc3s2)cc1 | -1%
CCOC(=O)N1CCC(NS(=O)(=O)c2cc3c(cc2Cl)NC(=O)CO3)CC1 | -3%
Cc1cccc2nc(C(F)(F)F)nc(=O)n12 | 10%
CCCCN(CCCC)S(=O)(=O)c1ccc(C(=O)Nc2nnc(CSC)o2)cc1 | -6%
Cc1ccc(-n2ncc3c(=O)[nH]c(SC(C)C)nc32)cc1 | 12%
COc1ccc2nc(NC(=O)CSc3nc4cccnc4n3C)sc2c1 | -3%

Not all compounds are listed (hit frequency here may not be typical).
